Compound activity (PubChem BioAssay)
CHOP inh: inhibitors of CHOP induction in ER stress response; hit rate 3.8% among 220,000; inhibition, % at 10 µM; CHO-K1 CHOP-promoter luciferase, tunicamycin-induced, 15-18 h; AID 2732;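 active = compounds that reduced the stress-induced luciferase reporter signal by more than about 70% of percent inhibition, limit read from the data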;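 also: 0% = tunicamycin plus vehicle and 100% = wells without tunicamycin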
S1P4 ag: agonists of human S1P4 receptor. activation, % at 4.98 µM. AID 1509. S1P4-expressing cell line, agonist reporter assay. hit rate 0.35% among 220,000; in the data active = activation above about 11%;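 also: 0% = DMSO vehicle and 100% = reference agonist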
Target sequence (O95977 whole entry, looked up): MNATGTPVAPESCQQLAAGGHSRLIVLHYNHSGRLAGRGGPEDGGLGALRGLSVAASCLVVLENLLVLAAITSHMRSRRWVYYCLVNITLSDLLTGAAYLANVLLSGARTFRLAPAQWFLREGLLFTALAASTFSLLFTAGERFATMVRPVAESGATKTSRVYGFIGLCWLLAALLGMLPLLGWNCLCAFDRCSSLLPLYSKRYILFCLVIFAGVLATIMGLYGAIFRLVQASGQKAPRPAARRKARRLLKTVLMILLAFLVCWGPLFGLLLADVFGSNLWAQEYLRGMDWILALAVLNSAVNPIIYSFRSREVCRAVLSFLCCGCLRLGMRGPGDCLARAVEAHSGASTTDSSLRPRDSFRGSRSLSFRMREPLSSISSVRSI
NPY-Y1 antag: antagonists of human neuropeptide Y receptor Y1 | HEK293-CNG Y1 cells, membrane potential fluorescence; NPY at EC95, then isoproterenol | inhibition, % at 3.6 µM | hit rate 1% among 200,000 | AID 1040;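 active = inhibition above the campaign mean inhibition of all tested compounds plus 3 SD, cut at about 20% in these data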;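 also: 0% = DMSO wells given NPY plus isoproterenol and 100% = isoproterenol alone without NPY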
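Material: HEK293 cells co-expressing NPY Y1 receptor and cyclic-nucleotide gated channel. Timing: compound incubation 1 h at room temperature, readout 45 min post-stimulation. Signal: fluorescence, membrane potential probe.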
NPY-Y1 PAM-ag: potentiators or agonists of human neuropeptide Y receptor Y1. AID 1304. P25929. NPY-Y1 expressing cells, potentiator/agonist activation. activation, % at 3.6 µM. hit rate 0.37% among 220,000; in the data active = activation above about 33%, passing the limit was not always enough;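 also: cells stimulated with NPY at EC10 then isoproterenol at EC100; 0% = low agonist plus stimulus and 100% = saturating agonist plus stimulus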
BaF3 tox: parental Ba/F3 viability inhibition as JAK2V617F counter-screen; CellTiter-Glo ATP luminescence; inhibition, % at 5.6 µM; hit rate 1.1% among 220,000;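 active = inhibition above a per-campaign cutoff, the mean inhibition of all tested compounds plus 3 SD, cut at about 27% in these data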;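 also: 0% = DMSO wells and 100% = JAK Inhibitor I control wells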
NPY2 pot ag: potentiates or activates human NPY-Y2 receptor. P49146. cells expressing NPY-Y2, potentiator/agonist read-out. activation, % at 3.6 µM. hit rate 0.45% among 220,000. AID 1359; in the data active = activation above about 27%;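 also: cells stimulated with NPY near EC25 plus isoproterenol at EC100; 0% = vehicle plus submaximal agonist and 100% = vehicle plus saturating agonist; some results beyond the cut were filed as inactive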
Ba/F3 V617F tox: reduce viability of Ba/F3 cells dependent on JAK2V617F | Ba/F3 EpoR-JAK2V617F viability, ATP luminescence | inhibition, % at 5.6 µM | hit rate 1.1% among 220,000 | AID 1446;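 active = inhibition above the campaign mean plus 3 SD over all tested compounds, cut at about 24% in these data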;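 also: cytokine-independent growth of Ba/F3 cells driven by EpoR plus mutant JAK2; 0% = DMSO-treated cells and 100% = JAK inhibitor I control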
p47phox inh: blocks human p47phox regulatory protein of NADPH oxidases | p47phox/p22phox peptide binding, fluorescence polarization, 2 h | P14598 | inhibition, % at 24.7 µM | hit rate 0.53% among 220,000 | AID 1274;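 active = inhibition above about 30%, limit read from the data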;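 also: 0% = p47phox with labelled peptide and 100% = labelled peptide alone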
Target sequence (P14598 whole entry, looked up): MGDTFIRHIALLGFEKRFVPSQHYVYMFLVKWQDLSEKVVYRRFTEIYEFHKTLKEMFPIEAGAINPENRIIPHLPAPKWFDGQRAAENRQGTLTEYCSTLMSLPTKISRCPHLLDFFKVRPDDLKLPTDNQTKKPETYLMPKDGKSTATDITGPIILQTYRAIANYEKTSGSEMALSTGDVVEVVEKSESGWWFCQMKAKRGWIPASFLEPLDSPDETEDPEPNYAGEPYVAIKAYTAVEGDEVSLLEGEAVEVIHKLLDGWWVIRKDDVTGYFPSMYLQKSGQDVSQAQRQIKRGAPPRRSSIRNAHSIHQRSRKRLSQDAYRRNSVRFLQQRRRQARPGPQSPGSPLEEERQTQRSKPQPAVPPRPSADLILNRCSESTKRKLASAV
S1P4 antagonist: antagonists of human S1P4 receptor | O95977 | S1P4-expressing cells, antagonist mode, reporter read-out | inhibition, % at 4.98 µM | hit rate 0.26% among 220,000; in the data active = inhibition above about 29%;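 also: 0% = wells stimulated with agonist and 100% = vehicle wells without agonist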
* marks the source's active call; other numbers are inactive results; x = no result given.

[1] Cc1ccc(OCC(=O)Nc2ccc(Cl)cc2)c(-n2nc3ccccc3n2)c1
[2] Cc1cccc(C(=O)Nc2ccc(C(=O)/C=C/c3cccs3)cc2)c1
[3] C/C(CC(=O)Nc1ccccc1)=N\NC(=O)COc1ccc(C)cc1Br
[4] COc1cccc(Cn2nnc(C(=O)Nc3cc(Cl)ccc3OC)c2N)c1
[5] CC(C)(C)C(=O)NC1(C(F)(F)F)NC(=O)N(c2ccc(F)cc2)C1=O (centres undefined)
[6] CSc1nc2c(c(=O)[nH]1)C(c1ccc(Cl)cc1)CC(=O)N2 (centres undefined)
[7] COc1ccc(C2=CC(c3c(C)nn(-c4ccccc4)c3Cl)n3nnnc3N2)cc1OC (centres undefined)
[8] O=C1c2ccccc2C(=O)N1CCC(O)C[N+](=O)[O-] (centres undefined)
compound no.	1	2	3	4	5	6	7	8
CHOP inh	63	-22	12	53	2	-2	40	6
S1P4 ag	1.8	0.1	2.1	1.4	-0.6	0.7	1.7	0.1
NPY-Y1 antag	3	-5	4	2	-4	1	-1	5
NPY-Y1 PAM-ag	-19	12	7	4	15	-16	26	3
BaF3 tox	0	0	-1	1	9	5	3	8
NPY2 pot ag	9	0	5	-6	5	-7	17	-10
Ba/F3 V617F tox	-2	-3	4	-1	1	4	0	-2
p47phox inh	0	-149	2	-19	-5	-6	-19	-9
S1P4 antagonist	-5	-14	-9	4	-2	-1	6	-2

[9] COc1ccc(-c2[nH]c3ccccc3c2SCCNC(=O)c2ccccc2)cc1
[10] Cc1ccccc1NC(=O)c1ccc(Nc2c([N+](=O)[O-])cc([N+](=O)[O-])c3ccccc23)cc1
[11] CC1=CC(=O)C=CC1(C)C(Cl)(Cl)Cl (centres undefined)
[12] Nc1ccc2c(c1)ncn2CCCn1cnc2cc(N)ccc21
[13] COC(=O)C1=C(C)N(C)C(C)=C(C(=O)OC)C1c1ccsc1
[14] CCOC(=O)c1c(NC(=O)CSc2nncn2C)sc(C)c1C
[15] O=C(O)CCCCCn1c(SCc2cc(=O)n3ccccc3n2)nc2ccsc2c1=O
[16] COC(=O)c1c(N2C(=O)CCC2=O)sc2c1CCCC2
compound no.	9	10	11	12	13	14	15	16
CHOP inh	10	45	5	-6	-8	-3	-21	22
S1P4 ag	0.4	-0.1	0.0	-0.1	-0.8	0.2	2.4	-2.7
NPY-Y1 antag	0	-4	0	-4	1	-5	0	1
NPY-Y1 PAM-ag	4	-9	6	4	-11	16	-32	-11
BaF3 tox	7	4	5	3	1	6	1	8
NPY2 pot ag	13	20	-9	-12	3	-4	7	-15
Ba/F3 V617F tox	5	-4	-2	-2	1	-1	-5	0
p47phox inh	0	-28	-22	-3	-10	-10	-7	17
S1P4 antagonist	6	-7	3	-4	-12	2	-7	5

[17] CC(C)(C)c1ccc(OCCNC(=S)Nc2ccccc2)cc1
[18] CC1=C(c2ccc(F)cc2)[N+](=O)C(C)(C)N1[O-]
[19] O=C1NC2=C(C(=O)c3ccccc32)C(c2ccccc2)N1 (centres undefined)
[20] CCOC(=O)c1cc2c(ccc3ccccc32)oc1=O
[21] O=C(NCc1ccccn1)c1ccc(CNS(=O)(=O)c2cccc(C(F)(F)F)c2)cc1
[22] CC1CCc2c(sc3ncn(CC(=O)N4CCCCC4)c(=O)c23)C1 (centres undefined)
[23] S=C1NCCc2ccccc2C1c1ccccc1Cl (centres undefined)
[24] C/C(CC(=O)Nc1c(C)cc(C)cc1C)=N\NC(=O)c1cnccn1
compound no.	17	18	19	20	21	22	23	24
CHOP inh	104*	34	16	15	15	51	21	8
S1P4 ag	3.6	1.4	2.2	0.4	-0.6	0.3	1.5	0.5
NPY-Y1 antag	1	1	1	5	-3	8	5	2
NPY-Y1 PAM-ag	2	7	14	10	-8	-18	-21	-6
BaF3 tox	4	6	1	5	3	4	1	3
NPY2 pot ag	10	-1	8	-12	-1	-22	2	3
Ba/F3 V617F tox	0	-2	-5	3	0	-1	-2	-2
p47phox inh	-10	-3	-14	-5	5	0	-21	-3
S1P4 antagonist	-5	0	-12	22	-9	-4	-9	-5

[25] CC1CCc2c(sc3nc(SCC(=O)NCc4ccco4)nc(N)c23)C1 (centres undefined)
[26] COc1ccc(OCc2nc3ccccc3[nH]2)cc1
[27] O=C(O)c1cccc(NC(=O)c2cc(S(=O)(=O)N3CCOCC3)cs2)c1
[28] CC(C)c1ccc(/C=C/C(=O)NNC(=O)c2cccnc2)cc1
[29] O=C(/C=C/c1ccc(O)c(O)c1)OC1C(O)CC(OC(=O)/C=C/c2ccc(O)c(O)c2)(C(=O)O)CC1O (centres undefined)
[30] Cc1noc(C)c1C(c1ccccc1)c1ccccc1
[31] CC(C)(Oc1ccc(CCNC(=O)c2ccc(-c3ccc(Cl)cc3)o2)cc1)C(=O)O
[32] C=CCN1N=C(c2ccc(Cl)s2)CSC1=O
compound no.	25	26	27	28	29	30	31	32
CHOP inh	22	-7	-21	12	3	69	2	45
S1P4 ag	-0.4	-3.6	0.1	0.8	0.1	-2.1	0.1	0.4
NPY-Y1 antag	0	-3	3	0	x	2	6	-6
NPY-Y1 PAM-ag	-15	-2	0	4	-6	-21	14	11
BaF3 tox	3	2	7	3	0	5	5	-1
NPY2 pot ag	-9	-7	0	0	-2	-13	5	-9
Ba/F3 V617F tox	1	0	-2	2	0	0	0	2
p47phox inh	-10	-17	-7	-7	-6	-7	-1	-3
S1P4 antagonist	15	-10	-13	-1	-6	11	-12	-24

[33] CN(C)S(=O)(=O)c1ccc(N2C(=O)CC2(/C=C/c2ccccc2)C(=O)NC2CCCC2)cc1 (centres undefined)
[34] CN1CCN(c2ccc([N+](=O)[O-])cc2NC(=O)c2ccccc2Cl)CC1
[35] Cc1cc(-c2csc(N)n2)c(C)n1C
[36] C=CCC(=O)N1CCCC(CNC(=O)c2ccc(-c3ccccc3)cc2)C1 (centres undefined)
[37] CCOc1ccc(CN2CCN(Cc3c(C)nn(CC)c3C)CC2CCO)cc1 (centres undefined)
[38] O=C(NCc1ccc2c(c1)OCO2)C1(S(=O)(=O)c2ccccc2)CC1
[39] N#CCCN1CCN(S(=O)(=O)c2ccc(C#N)cc2)CC1
[40] Cc1cc(/C=N/NC(=O)c2ccc(CN3CCOCC3)cc2)c(C)n1-c1ccccc1
compound no.	33	34	35	36	37	38	39	40
CHOP inh	9	-17	26	17	-1	-10	-11	-44
S1P4 ag	2.9	-2.0	-4.7	-0.6	-0.4	0.3	2.8	-4.2
NPY-Y1 antag	1	2	-2	4	x	10	2	-7
NPY-Y1 PAM-ag	13	3	7	-13	18	4	-8	13
BaF3 tox	1	2	3	-3	-3	-3	8	3
NPY2 pot ag	-9	17	-7	-1	-13	-2	-6	0
Ba/F3 V617F tox	-3	-1	-1	-2	-2	-3	1	4
p47phox inh	-24	-1	26	-4	-5	-9	1	-16
S1P4 antagonist	-5	13	19	2	-12	-7	-13	-12

[41] Cc1cc(C)c(S(=O)(=O)Nc2nnc(C)s2)c(C)c1
[42] Oc1cccc(NC(=S)N=Nc2c(O)[nH]c3ccc(Br)cc23)c1
[43] CC(=O)Nc1c(S(=O)(=O)c2ccccc2)c2nc3ccccc3nc2n1Cc1ccccc1
[44] Nc1c(S(=O)(=O)c2ccccc2)c2nc3ccccc3nc2n1C1CC1
[45] Cc1ccc(NC(=O)c2c(Cl)nc3ccccn23)cc1
[46] O=C(Nc1nnc(SCc2ccccc2)s1)c1ccco1
[47] C(=C/c1ccnc2nc(SC/C=C/c3ccccc3)nn12)/c1ccccc1
[48] O=C1S/C(=C\c2ccc(N3CCOCC3)o2)C(=O)N1Cc1ccc(F)cc1
compound no.	41	42	43	44	45	46	47	48
CHOP inh	30	1	19	18	3	-8	49	16
S1P4 ag	-1.1	-1.6	4.1	1.8	-0.1	-0.4	-0.5	-2.9
NPY-Y1 antag	5	x	1	2	1	1	5	-4
NPY-Y1 PAM-ag	-9	38	3	-11	15	11	-12	4
BaF3 tox	-1	-1	10	9	4	2	9	1
NPY2 pot ag	0	31	0	-3	-4	7	-1	4
Ba/F3 V617F tox	0	-5	2	5	0	-1	2	-3
p47phox inh	-8	-28	-14	-5	1	-12	-34	-25
S1P4 antagonist	-3	0	-14	9	-6	-9	-6	3

[49] CN(C)S(=O)(=O)c1cccc(NC(=S)N/N=C/C(c2ccccc2)c2ccccc2)c1
[50] O=C(CCCn1c(=O)[nH]c2ccccc2c1=O)NC1CCCCCC1
[51] CCCN(CCC)C(=S)NC(=O)c1ccc(-c2ccccc2)cc1
[52] O=C(Cn1cc(/C=N/NC(=O)c2ccccc2Br)c2ccccc21)Nc1ccc(F)cc1
[53] O=C(NNC(=S)NC(=O)c1ccccc1[N+](=O)[O-])c1ccccc1Cl
[54] CC(C)(C)c1cc(NC(=O)c2ccc(OC3CCCC3)cc2)no1
[55] CCCOC(=O)c1ccc(Nc2cc(C)nc3ncnn23)cc1
[56] CC1(c2ccc(OC(F)F)cc2)NC(=O)N(CC(=O)NC2CCCCC2)C1=O (centres undefined)
[57] COc1ccc(-c2cn3cccnc3n2)cc1Br
[58] Cc1c(C(=O)N2CCCCC2)sc(NC(=O)c2ccco2)c1C#N
compound no.	49	50	51	52	53	54	55	56	57	58
CHOP inh	26	4	-48	36	31	24	-6	24	-17	-13
S1P4 ag	1.4	0.6	-1.4	0.7	1.1	1.2	-1.2	1.5	1.7	-1.5
NPY-Y1 antag	-3	-3	1	4	-3	-1	-4	-5	4	0
NPY-Y1 PAM-ag	17	-8	-18	14	24	4	7	1	6	1
BaF3 tox	8	1	2	5	-1	0	3	4	8	6
NPY2 pot ag	9	3	-20	1	1	8	-9	2	-7	-12
Ba/F3 V617F tox	3	-1	0	-1	-2	1	5	-2	-1	5
p47phox inh	-11	-2	-35	-24	-4	-7	-6	-25	7	7
S1P4 antagonist	-8	17	10	-19	-5	0	-6	-19	6	-7
